aSyn 5UTR inh = MLPCN primary screen, SNCA 5' untranslated region; alpha-synuclein 5'UTR reporter, inhibitor activity; inhibition, % (tested at 7.5 µM); 0.82% of 300,000 active; in the data active = inhibition above about 60%;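 note: H4 neuroglioblastoma cells stably carrying SNCA 5'UTR luciferase fusion; 0% = DMSO wells and 100% = positive control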
GSK3 alpha inh = blocks human GSK-3 alpha kinase; P49840; ADP-Glo luminescence, 60 min; inhibition, % at 10 µM; 0.1% of 320,000 active;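 in the data active = inhibition above about 50%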;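 note: GST-tagged GSK-3 alpha with peptide substrate and 25 µM ATP; 0% = DMSO neutral wells and 100% = GW8510 positive control wells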
Target sequence (P49840 whole entry, looked up): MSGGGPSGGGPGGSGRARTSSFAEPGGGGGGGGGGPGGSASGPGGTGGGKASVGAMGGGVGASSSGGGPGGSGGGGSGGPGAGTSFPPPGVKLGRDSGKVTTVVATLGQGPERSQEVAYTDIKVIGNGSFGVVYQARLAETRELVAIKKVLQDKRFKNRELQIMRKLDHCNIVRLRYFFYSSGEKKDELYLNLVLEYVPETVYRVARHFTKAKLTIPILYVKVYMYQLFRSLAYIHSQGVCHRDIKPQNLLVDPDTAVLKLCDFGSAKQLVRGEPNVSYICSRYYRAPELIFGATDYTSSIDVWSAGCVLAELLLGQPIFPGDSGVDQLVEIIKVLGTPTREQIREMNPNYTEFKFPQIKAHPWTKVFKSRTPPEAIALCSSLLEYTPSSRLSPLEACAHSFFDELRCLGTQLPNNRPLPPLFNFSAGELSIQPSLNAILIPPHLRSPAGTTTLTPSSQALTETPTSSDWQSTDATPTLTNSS
GSK3B inh = inhibitors of human GSK3beta kinase. P49841. GST-GSK3beta kinase, ADP-Glo luminescence, 60 min; active compounds read low. activity score (negative = inhibition), % at 10 µM. 0.038% of 300,000 active;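 active = more than half of replicate wells score below -50%, meaning over 50% inhibition versus plate controls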;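 note: 0% = median DMSO wells and -100% = median GW8510 positive control wells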
Target sequence (P49841 whole entry, looked up): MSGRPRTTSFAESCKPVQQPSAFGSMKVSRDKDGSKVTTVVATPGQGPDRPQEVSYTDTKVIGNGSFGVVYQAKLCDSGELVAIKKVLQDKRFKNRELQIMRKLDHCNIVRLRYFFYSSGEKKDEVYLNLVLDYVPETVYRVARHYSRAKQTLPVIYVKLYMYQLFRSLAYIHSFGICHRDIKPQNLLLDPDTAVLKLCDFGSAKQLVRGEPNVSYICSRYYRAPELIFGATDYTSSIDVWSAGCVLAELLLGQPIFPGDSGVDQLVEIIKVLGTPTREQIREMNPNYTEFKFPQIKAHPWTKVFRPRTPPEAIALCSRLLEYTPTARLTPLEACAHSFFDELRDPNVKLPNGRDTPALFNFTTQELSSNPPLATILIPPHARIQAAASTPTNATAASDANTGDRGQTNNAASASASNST
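Assay system: GST-tagged human GSK3beta kinase, cell-free; Input: 1.6 ng GSK3beta; Medium: Tris/MgCl2 kinase buffer; Timing: 60 min enzyme reaction, room temperature; Signal: ADP-Glo luminescence quantifying ADP generated by kinase; Evaluation: score relative to plate controls; Benchmarks: DMSO neutral wells and GW8510 at 20 µM as positive.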
KLF5 inh = inhibitors of KLF5 expression | DLD-1 KLF5 promoter-luciferase reporter, luminescence | inhibition, % at 5 µM | 0.23% of 290,000 active;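 active = inhibition above a per-plate limit of that plate's mean compound inhibition plus 3 SD, cut at about 60% in these data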;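 note: 0% = DMSO wells and 100% = LY294002 at 200 µM; higher means less KLF5 promoter-driven luciferase light; inactives centre near -14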
IEC-6 tox = kills IEC-6 intestinal cells in KLF5 counter-screen; IEC-6 cytotoxicity, luminescence viability; inhibition, % at 5 µM; 0.78% of 290,000 active; in the data active = inhibition above about 22%;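 note: 0% = plate median of test compound wells and 100% = cytotoxic reference compound wells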
AI-2 QS modul = modulators of Vibrio harveyi AI-2 quorum sensing system; Vibrio harveyi JMH597 AI-2 luminescence/OD600 ratio, 9 h; active compounds read low; strain lacks LuxN and CqsS sensors; 0 = neutral-control median; activity change, % at 7.5 µM; 0.4% of 300,000 active; AID 2094; in the data active = activity change below about -75%, passing the limit was not always enough;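 note: luminescence divided by OD600 gain over 9 h not by final OD600 alone; inactives centre near 13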
HSF1 activator = increases HSF-1 driven luciferase reporter signal | NIH3T3-HGL HSF-1 luciferase reporter, MG132, 8 h; 100% = twice DMSO control signal | activation, % at 9 µM | 1.7% of 300,000 active;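 active = mean replicate activation of at least 50% with a set share of replicates each reaching 50%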;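 note: 0% = median of the neutral control wells and 100% = twice that signal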
HSF1 inh = HSF1 inhibition | activity change, negative = inhibition, % at 7.5 µM (by protocol) | AID 2098 | NIH3T3-HGL HSE-luciferase, MG132-induced, luminescence 8 h; active compounds read low | 0.77% of 300,000 active;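 active = more than half of replicate wells show activity change below -50%, luminescence cut by over half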;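 note: luciferase reports HSF-1 transcriptional activity via heat shock element; 0% = median of DMSO wells and -100% = zero luminescence signal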
HSP90 refold inh = HSP90 refolding inhibition in rabbit reticulocyte lysate; luciferase refolding luminescence, 3 h; inhibition, % at 5.6 µM; 0.91% of 290,000 active; AID 1789;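 active = inhibition above the screen-wide mean plus 3 SD, computed separately per campaign, cut at about 16% in these data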;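 note: 0% = DMSO wells and 100% = 60 µM geldanamycin wells; inhibitors lower the luminescence because luciferase stays unfolded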
HIF activator = HIF pathway transcriptional activation; U2OS HRE-luciferase reporter, luminescence; normalized: DMSO 0%, desferrioxamine 100%; activation, % at 7.5 µM (by protocol); 0.32% of 300,000 active;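 active = mean activation of at least 10% of the iron chelator positive control signal, with at least half of replicates also reaching 10%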
Numbers without * were called inactive; · = no result given.

SMILES | aSyn 5UTR inh | GSK3 alpha inh | GSK3B inh | KLF5 inh | IEC-6 tox | AI-2 QS modul | HSF1 activator | HSF1 inh | HSP90 refold inh | HIF activator
CC(C)(C)[C@@H]1C=C(C(=O)O)O[C@H](OCCCCO)C1 | 27.8 | -1.0 | -4.9 | · | · | 5.2 | -0.4 | -2.1 | · | 2.6
CCOCCCNC(=O)CSc1ccccc1 | -28.7 | 0.5 | -2.8 | -14.9 | -0.5 | -3.8 | 7.7 | 2.2 | -1.6 | 0.2
CCN(CC)c1ccc(N=Cc2cc(Br)ccc2O)cc1 | -6.2 | -3.9 | 1.3 | -16.3 | -6.6 | 20.1 | 6.7 | -4.9 | 0.7 | -0.2
COc1cc(C(=O)NC(=S)Nc2cccc(-c3cc4ccccc4oc3=O)c2)cc(OC)c1OC | 16.9 | -1.9 | -2.0 | -10.5 | 8.4 | 1.1 | -13.2 | -7.1 | 3.7 | 0.1
N#C/C(=C\c1ccccc1O)C(=O)Nc1ccccn1 | 8.0 | -0.6 | -9.3 | -15.6 | 2.3 | 8.3 | 19.1 | -0.4 | 1.9 | -0.3
CC(C)C[C@H](NC(=O)C1CCN(S(=O)(=O)c2ccccc2)CC1)C(=O)NCc1ccncc1 | -16.2 | 0.4 | 0.2 | -4.6 | 2.9 | 11.8 | -1.9 | 4.0 | -1.9 | -0.6
COc1ccccc1CN1CCNC(=O)C1CC(=O)NCC1CCOCC1 (centres undefined) | -1.9 | -0.1 | 2.0 | -19.4 | -0.5 | 16.1 | -10.1 | 1.5 | -0.9 | -0.1
COc1ccc(NC(=O)CN(C)C(=O)c2ccc(NC3CC3)c([N+](=O)[O-])c2)cc1 | 13.8 | -4.4 | -0.2 | · | · | 23.5 | 5.1 | -1.3 | · | 0.1
C/C(=N\Nc1cc(C(F)(F)F)ccc1Cl)c1ccccc1O | -19.9 | -0.6 | 0.1 | -24.8 | 4.4 | -1.7 | -26.0 | -9.1 | 1.9 | -0.3
CC(C)NC(=O)CCNC(=O)c1ccc(F)cc1 | 16.4 | -1.1 | · | -17.1 | -5.8 | · | -7.5 | -2.4 | 2.7 | 0.1
COc1ccc(CCn2c(C)cc(C(=O)CSc3nnc(N)s3)c2C)cc1 | -3.2 | 2.7 | 3.0 | -26.2 | -2.8 | 16.8 | 14.1 | 13.2 | -0.7 | 2.0
CCOC(=O)c1c(C)[nH]c(C(=O)OCc2csc(CC(=O)Nc3ccccc3C)n2)c1C | -2.2 | -3.6 | -3.7 | · | · | 11.4 | 26.3 | 20.4 | · | 0.2
O=C(NCCc1ccccc1)c1ccc2c(c1)OCCCO2 | 107.1* | -0.5 | 1.3 | 100.0* | 2.2 | 15.7 | -86.1 | -82.8* | 94.8* | -5.9
COc1ccc(-c2nc(CS(=O)CC(=O)NCCCN3CCCC3)c(C)o2)cc1OC (centres undefined) | -4.0 | 0.1 | 0.8 | -23.4 | 2.4 | 17.9 | 2.1 | -0.1 | 2.7 | 0.0
O=C(Nc1ccc(Cl)c(Cl)c1)Nc1ccccc1O | -104.9 | -1.7 | · | -216.7 | 3.9 | · | 92.4* | 46.8 | -1.1 | 1.0
COc1cc2c(cc1NC(=O)Nc1cccc(C)c1)oc1ccccc12 | -23.0 | -0.4 | -2.4 | -18.0 | 0.4 | 16.5 | -0.6 | 1.7 | 3.6 | -0.2
O=C(COC(=O)CCCN1C(=O)c2ccccc2C1=O)Nc1cc(Cl)cc(Cl)c1 | 0.8 | -1.4 | -1.1 | 6.8 | -0.5 | 6.2 | 1.1 | -4.3 | 1.0 | 0.7
Cc1ccc(S(=O)(=O)N2CCC(C(=O)NC3CC3)CC2)cc1 | 8.9 | 2.1 | 4.8 | 9.9 | -2.8 | 32.8 | -16.5 | -4.4 | -1.9 | 1.8
CCOc1ccc(CN2C(=O)c3ccccc3Sc3ccc(C(=O)NCCCN4CCOCC4)cc32)cc1 | 6.9 | 0.3 | · | -17.0 | 5.6 | 44.0 | 9.6 | 0.9 | 0.1 | -1.2
CC1=C(C(=O)NCc2ccccc2)C(c2ccc(C)o2)n2ncnc2N1 (centres undefined) | 1.7 | 0.1 | -0.9 | -21.5 | -2.0 | -2.0 | -12.2 | -8.6 | -1.2 | -0.1
Cc1ccc(CNc2ccc(S(=O)(=O)N3CCOCC3)cc2[N+](=O)[O-])cc1 | 36.4 | -2.0 | 1.5 | 0.4 | 1.5 | 7.6 | -20.5 | 6.0 | -1.4 | -0.6
CC(NS(=O)(=O)c1ccc(Br)cc1)C(=O)NCC1CCCO1 (centres undefined) | -26.5 | -0.8 | 1.9 | -24.7 | -2.9 | -5.0 | 34.1 | 5.1 | 4.2 | 0.0
NC1=NC[C@H](c2ccccc2)N1CCc1cccc(F)c1 | -9.7 | 1.5 | 0.5 | · | · | 22.2 | -14.9 | 2.7 | · | 0.0
Cn1c(=O)c2c(nc(CN3CCN(CCO)CC3)n2Cc2cccc3ccccc23)n(C)c1=O | -1.5 | · | 1.9 | -4.5 | 2.1 | 8.5 | -3.4 | -5.6 | 6.5 | -0.1
Clc1ccccc1Cn1nnc2c(NCCN3CCOCC3)ncnc21 | 16.1 | -2.3 | 5.0 | -4.3 | 1.3 | 12.7 | 23.2 | -3.4 | -2.7 | -0.3
N#Cc1ccc(/C=N/N=C(N)N)cc1 | -5.0 | -1.8 | 1.5 | -16.7 | 3.6 | 24.8 | -3.3 | -3.3 | 1.0 | 0.4
N#Cc1ccccc1COC(=O)c1cc(=O)c2ccccc2o1 | -36.6 | 12.4 | -0.9 | 5.4 | 6.3 | 13.2 | 62.6* | 24.2 | 0.3 | -1.6
CC(C)[C@H](NC(=O)c1ccc(F)cc1)C(=O)OCC(=O)NC(=O)c1cccn1C | -1.9 | -0.8 | 2.9 | 1.3 | -4.8 | -7.0 | 18.2 | 2.2 | -2.0 | 0.0
CSCCC(NC(N)=O)C(=O)NCc1ccccc1Cl (centres undefined) | 2.0 | -1.8 | 2.0 | -31.2 | -6.4 | 18.5 | 0.1 | -3.5 | -3.8 | -0.3
CC(=O)c1c(N2CCOCC2)nc(=O)n(-c2ccccc2)c1C | -0.3 | -0.2 | 2.4 | -31.2 | -2.3 | 16.3 | -4.9 | -8.6 | 2.3 | -0.4
CCC(C(=O)Nc1ncn[nH]1)(C(F)(F)F)C(F)(F)F | -31.9 | -0.7 | -5.9 | -7.9 | 0.0 | 5.9 | -19.8 | -10.8 | -1.8 | 0.0
COC(=O)c1cccc(CSc2nnc(-c3ccco3)n2-c2ccccc2)c1 | 15.6 | 1.0 | 0.0 | -33.7 | -3.0 | 14.9 | 4.5 | -2.3 | -1.4 | 0.4
Cc1ccc(S(=O)(=O)/C=C2\NC(=O)CS2)cc1 | -25.8 | · | 0.6 | -36.7 | -4.6 | -31.5 | 7.5 | 6.5 | -0.8 | -0.3
Clc1ccccc1N1CCN(Cc2ccc(Br)o2)CC1 | 11.4 | 6.5 | -0.5 | · | · | 10.5 | -20.7 | -1.3 | · | 0.3
CN1CCN(C(=S)NC(=O)/C=C/c2cccc3ccccc23)CC1 | -4.3 | -2.7 | 8.0 | -11.4 | 1.3 | -4.5 | 11.2 | 0.1 | 0.5 | -0.6
CC(NC(=O)c1ccc(CS(=O)(=O)Cc2ccccc2F)o1)c1ccc2c(c1)OCCO2 (centres undefined) | 7.0 | -0.4 | 1.3 | 2.9 | -3.4 | 22.1 | -0.8 | 1.4 | -2.2 | -0.3
COc1cccc(CNC(=O)CCc2ccc(OC)c(OC)c2)c1 | 3.0 | -0.6 | -0.6 | 0.7 | 5.6 | 12.5 | 3.8 | -0.6 | 1.3 | -1.8
CCN1CCN(CC(=O)N2N=CCC2c2ccccc2)CC1 (centres undefined) | -3.7 | 0.0 | -0.7 | -14.4 | 4.2 | 10.8 | 3.2 | -0.3 | 2.9 | -0.1
NS(=O)(=O)c1ccc(CCNc2ccc(C(F)(F)F)cn2)cc1 | 10.4 | 2.0 | · | -23.4 | 2.5 | · | 0.3 | -3.6 | -3.0 | -0.4
O=C(/C=C/c1ccc(-c2ccc(F)cc2)o1)N1CCCC1 | -127.2 | -1.6 | -0.5 | -89.5 | 3.3 | 10.9 | 47.5 | 32.5 | -7.1 | 5.1
O=C(NCCCN1CCCCCC1)C1CC(=O)N(CCc2ccccc2)C1 (centres undefined) | 10.8 | 5.5 | -0.7 | -1.1 | 6.3 | 11.4 | 0.1 | 2.0 | 3.5 | -0.3
O=C(CN(Cc1ccco1)S(=O)(=O)c1cccs1)Nc1ccccc1C(F)(F)F | -29.6 | -1.0 | 0.8 | 7.0 | -0.1 | 20.6 | -20.2 | -2.2 | -0.1 | 0.0
O=C(NC1CCCC1)C(c1ccncc1)N(C(=O)c1csnn1)c1cccc(F)c1 (centres undefined) | -2.9 | -1.9 | 2.8 | 23.5 | 1.0 | 12.1 | -2.9 | 0.6 | -0.2 | 1.8
O=C(CN1CCOCC1)NN1CC(=O)N(c2ccc(Cl)cc2)CC1=O | -1.5 | 2.1 | 2.6 | -19.0 | -0.3 | 10.7 | -4.0 | -7.5 | -1.0 | 1.4
Cc1cc(C)c(C)c(S(=O)(=O)NCC(=O)Nc2sc3c(c2C(N)=O)CCCC3)c1C | 15.4 | 6.3 | -1.0 | -8.5 | -6.7 | 9.6 | -2.6 | -0.3 | -1.6 | 0.0
CCOC(=O)c1sc(NC(=O)CSc2n[nH]c(CC(C)C)n2)nc1C | 12.8 | -0.2 | 1.4 | -29.9 | -3.4 | 15.6 | -12.0 | 1.4 | 1.5 | 0.2
COC(=O)c1ccc(C(NC(=O)c2cccnc2)NC(=O)c2cccnc2)cc1 | -10.7 | -0.4 | 0.2 | -38.6 | -2.3 | 14.1 | -25.1 | -24.3 | 6.8 | 0.1
CC(C)(C)c1ccc(-n2ncc3c2CCCC3NC(=O)CCCn2cncn2)cc1 (centres undefined) | -4.6 | · | -2.3 | -4.4 | -4.2 | 35.5 | 6.6 | -2.7 | 0.6 | -10.2
Cc1ccc(C)c(S(=O)(=O)N2CCN(C(=O)C(C)Sc3ccccc3)CC2)c1 (centres undefined) | 4.5 | -0.6 | -0.4 | -14.0 | 3.4 | 28.5 | -3.0 | -4.6 | -3.6 | -0.3

Random excerpt: 4 records from the list, in no set order.
SMILES | aSyn 5UTR inh | GSK3 alpha inh | GSK3B inh | KLF5 inh | IEC-6 tox | AI-2 QS modul | HSF1 activator | HSF1 inh | HSP90 refold inh | HIF activator
O=C(CN(Cc1ccco1)S(=O)(=O)c1cccs1)Nc1ccccc1C(F)(F)F | -29.6 | -1.0 | 0.8 | 7.0 | -0.1 | 20.6 | -20.2 | -2.2 | -0.1 | 0.0
COC(=O)c1ccc(C(NC(=O)c2cccnc2)NC(=O)c2cccnc2)cc1 | -10.7 | -0.4 | 0.2 | -38.6 | -2.3 | 14.1 | -25.1 | -24.3 | 6.8 | 0.1
O=C(NCCCN1CCCCCC1)C1CC(=O)N(CCc2ccccc2)C1 (centres undefined) | 10.8 | 5.5 | -0.7 | -1.1 | 6.3 | 11.4 | 0.1 | 2.0 | 3.5 | -0.3
Cc1ccc(C)c(S(=O)(=O)N2CCN(C(=O)C(C)Sc3ccccc3)CC2)c1 (centres undefined) | 4.5 | -0.6 | -0.4 | -14.0 | 3.4 | 28.5 | -3.0 | -4.6 | -3.6 | -0.3

Screens: PubChem, several laboratories
